Source: PubChem BioAssay
Avidin fluor: green autofluorescence of compounds with avidin beads – biophysical, 488/530 nm, flow cytometry, artefact control, profiling panel. compound fluorescence 488/530 nm; stronger effect = higher value. fluorescence (KMESF) at 10 µM. 220,000 tested, 0.38% active. AID 1775, 2009; in the data active = fluorescence above about 47; note: inactives centre near 10
RGS4-Gao reg: modulators of RGS4 binding to Galphao, primary screen, biochemical, multiplexed bead flow cytometry; Guanine nucleotide-binding protein G(o) subunit alpha (Homo sapiens), P09471; actives lie on both sides; binding response (% of control), % at 10 µM; 220,000 tested, 0.33% active; AID 1415, 2008; in the data active = binding response below about 49% or above about 150%; inactive = in between;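 note: fluorescent Galphao activated with aluminum fluoride binding bead-coupled RGS4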
Target sequence (P09471 whole entry, looked up): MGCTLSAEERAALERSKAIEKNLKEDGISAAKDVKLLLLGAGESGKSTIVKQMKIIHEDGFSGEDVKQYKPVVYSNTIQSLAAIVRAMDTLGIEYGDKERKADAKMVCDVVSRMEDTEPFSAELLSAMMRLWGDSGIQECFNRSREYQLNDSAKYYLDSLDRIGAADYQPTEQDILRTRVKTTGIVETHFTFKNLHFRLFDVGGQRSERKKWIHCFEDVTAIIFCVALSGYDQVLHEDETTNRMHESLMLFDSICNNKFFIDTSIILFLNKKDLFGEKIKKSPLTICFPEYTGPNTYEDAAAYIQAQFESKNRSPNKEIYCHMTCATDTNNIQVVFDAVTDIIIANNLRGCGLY
Mcl1-Bid inh: Mcl-1/Bid binding inhibitors, primary screen, biochemical, TR-FRET, 1536-well | Induced myeloid leukemia cell differentiation protein Mcl-1 (Homo sapiens), Q07820 | TR-FRET Mcl-1/Bid-Dy647 peptide binding | inhibition, % at 21.7 µM | 220,000 tested, 0.97% active;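 active = compounds that cut the binding signal by more than half at the single screening dose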;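 note: His-tagged Mcl-1 with europium anti-His antibody binding Bid BH3 peptide; 0% = Mcl-1 plus peptide wells and 100% = peptide-only wells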
Pf gamet viab: late stage P. falciparum gametocyte viability inhibitors, primary screen, ATP luminescence, HTS. P. falciparum stage V gametocytes, 24 h. inhibition, % at 10.9 µM. 150,000 tested, 0.065% active. AID 743093, 2013;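 active = inhibition above the mean plus 3 SD of compounds within the control limits, set per campaign, cut at about 38% in these data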;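 note: 0% = DMSO wells and 100% = medium only without gametocytes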
Mcl-1 Bim block: inhibitors of Bim peptide binding to Mcl-1, primary screen, biochemical, bead-based flow cytometry, multiplex | Bim peptide-Mcl-1 binding | inhibition, % at 10 µM | AID 1009, 2008 | 190,000 tested, 0.1% active | Induced myeloid leukemia cell differentiation protein Mcl-1 (Homo sapiens), Q07820; in the data active = inhibition above about 40%;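 note: 0% = no compound tracer wells and 100% = peptide blocker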
ABCB1 block: ABCB1 efflux pump inhibitors, primary screen, cell-based, multiplex, flow cytometry, ABCG2 counter-screen; ATP-dependent translocase ABCB1 (Homo sapiens), P08183; CCRF-Adr cells, JC-1 efflux; inhibition, % at 6.6 µM; 190,000 tested, 0.067% active; AID 1326, 2008; in the data active = inhibition above about 40%;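 note: 0% = vehicle and 100% = reference inhibitor; higher value means more JC-1 retained so stronger ABCB1 efflux block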
RGS8-Gao reg: RGS8-Galphao binding modulators, primary screen, biochemical, multiplexed bead flow cytometry. Guanine nucleotide-binding protein G(o) subunit alpha (Homo sapiens), P09471. actives lie on both sides. response (percent of control binding), % at 10 µM. 220,000 tested, 0.34% active; in the data active = response below about 60% or above about 140%; inactive = in between;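 note: Galphao activated as the GDP aluminium fluoride complex binding bead-coupled RGS8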
ABCG2 inh: ABCG2 efflux pump inhibitors, primary screen, multiplex with ABCB1, IgMXP3 cells, flow cytometry; Broad substrate specificity ATP-binding cassette transporter ABCG2 (Homo sapiens), Q9UNQ0; inhibition, % at 6.6 µM; JC-1 efflux; 190,000 tested, 0.1% active; AID 1325, 2008;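 active = inhibition above 80%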;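 note: 0% = DMSO and 100% = nicardipine control wells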
Target sequence (Q9UNQ0 whole entry, looked up): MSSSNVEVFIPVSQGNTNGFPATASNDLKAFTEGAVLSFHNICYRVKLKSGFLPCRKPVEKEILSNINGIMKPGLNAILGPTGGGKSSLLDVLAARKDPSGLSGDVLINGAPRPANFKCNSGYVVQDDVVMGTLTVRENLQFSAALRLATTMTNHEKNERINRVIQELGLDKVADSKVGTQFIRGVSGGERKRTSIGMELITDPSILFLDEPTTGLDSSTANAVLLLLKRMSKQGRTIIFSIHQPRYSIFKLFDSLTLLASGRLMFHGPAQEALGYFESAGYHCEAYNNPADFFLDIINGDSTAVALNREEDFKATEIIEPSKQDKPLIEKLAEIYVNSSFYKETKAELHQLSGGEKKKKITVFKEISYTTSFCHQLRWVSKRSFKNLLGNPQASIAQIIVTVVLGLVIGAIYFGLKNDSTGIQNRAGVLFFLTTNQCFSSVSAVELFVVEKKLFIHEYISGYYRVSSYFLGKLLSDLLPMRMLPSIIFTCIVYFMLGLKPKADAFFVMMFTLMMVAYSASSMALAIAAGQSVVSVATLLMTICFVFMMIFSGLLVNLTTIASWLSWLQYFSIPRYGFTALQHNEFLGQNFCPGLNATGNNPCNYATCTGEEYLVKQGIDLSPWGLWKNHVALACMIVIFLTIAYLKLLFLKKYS
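Measure – % inhibition of efflux relative to nicardipine and DMSO · Test system – ABCG2 IgMXP3 and barcoded ABCB1 CCRF-Adr cell mix · Control set – nicardipine as high control, DMSO as low control · Compound – one concentration, 6.6 µM final · Signal – flow cytometry of retained JC-1 fluorescence · Timing – 10 min exposure at 25 °C with rotation, no wash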
RGS7-Gao reg: RGS7-Galphao binding modulators, primary screen, biochemical, multiplexed bead flow cytometry. actives lie on both sides. binding response (% of control), % at 10 µM. Guanine nucleotide-binding protein G(o) subunit alpha (Homo sapiens), P09471. 220,000 tested, 0.35% active; in the data active = binding response below about 49% or above about 150%; inconclusive = no clear call, values can overlap the other calls; inactive = in between;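 note: fluorescent Galphao held in activated GDP-AlF4 state binding bead-coupled RGS7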
GSH bead fluor: compound fluorescence on glutathione beads, profiling panel, artefact control, biophysical, 488/530 nm, flow cytometry. GSH beads flow cytometry, compound fluorescence 488/530 nm; stronger effect = higher value. fluorescence (KMESF) at 10 µM. 190,000 tested, 0.25% active; in the data active = fluorescence above about 89;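 note: glutathione beads carrying GST-tagged Bcl family fusion proteins plus one bare bead set; values are compound well signal with DMSO vehicle wells as background; inactives centre near 16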
Mcl1-Noxa inh: Mcl-1/Noxa binding inhibitors, primary screen, biochemical, TR-FRET, 1536-well. 220,000 tested, 1.5% active. TR-FRET Mcl-1/Noxa peptide binding, 2 h. Induced myeloid leukemia cell differentiation protein Mcl-1 (Homo sapiens), Q07820. inhibition, % at 21.7 µM. AID 1022, 2008;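 active = compounds that cut the protein-peptide binding signal by more than 50% relative to plate controls in a single-dose test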;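 note: His-tagged Mcl-1 with rhodamine Noxa BH3 peptide and terbium anti-His antibody; 0% = Mcl-1 plus Noxa peptide wells and 100% = peptide-only wells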
The depositor's hits bear a star; ? = inconclusive; . = no result given.

1	O=C(Nc1ccccc1)Nc1ccc(Cl)c([N+](=O)[O-])c1
2	CCOC(=O)c1ccc(NC(=O)c2cc3c(C)nn(-c4ccccc4Cl)c3s2)s1
3	Cc1ccc(S(=O)(=O)CCC(=O)OCC(=O)Nc2cc(C)on2)cc1
4	Cc1ccc(-c2noc(-c3ccccc3C(=O)N3CCN(C)CC3)n2)cc1
5	CCOc1ccc(NC(=O)COC(=O)Cc2ccc(S(=O)(=O)N3CCOCC3)s2)cc1
6	CCCCN1CNC(=S)N(c2cc(C)ccc2C)C1
7	CCOc1ccc(OCC(=O)Nc2nccs2)cc1
8	Cc1ccnc(NC(=O)CCC(=O)N(CC(=O)NC(C)(C)C)c2ccc3c(c2)OCCO3)c1
9	COc1cc(NS(=O)(=O)c2ccc(C)cc2)ccc1-n1cnnn1
10	COC(=O)c1cnc2c(c(C)nn2C)c1OC
screen / no.,1,2,3,4,5,6,7,8,9,10
Avidin fluor,6,6,7,7,13,8,22,13,11,8
RGS4-Gao reg,104,102,96,101,98,100,103,105,95,105
Mcl1-Bid inh,10,2,-38,71*,-28,-67,-4,-11,-9,-5
Pf gamet viab,12,6,-2,7,.,-6,.,.,.,11
Mcl-1 Bim block,-5,-2,-2,-3,0,0,0,2,-4,.
ABCB1 block,-0.2,-2.0,0.5,1.7,0.5,0.1,0.6,0.1,-0.1,.
RGS8-Gao reg,105,106,100,100,97,100,100,101,98,101
ABCG2 inh,-2,-3,1,1,2,0,2,1,0,.
RGS7-Gao reg,102,100,97,97,98,99,102,98,94,?
GSH bead fluor,11,11,25,25,8,6,12,24,13,.
Mcl1-Noxa inh,6,13,7,6,-2,-10,9,6,-4,20

11	CCn1c(C)[n+](CC)c2ccc(S(=O)(=O)N(C)C)cc21
12	O=C(Nc1cccn(Cc2c(F)cccc2Cl)c1=O)NC1CCCCC1
13	COCC1CCCN(Cc2nc(C(c3ccccc3)c3ccccc3)no2)C1 (centres undefined)
14	CN(CCNC(=O)c1cn(C)c2ccc(S(=O)(=O)N(C)C)cc2c1=O)CCc1ccccc1
15	O=C(/C=C/c1ccccc1)N(Cc1ccc(Cl)cc1)C1CCS(=O)(=O)C1 (centres undefined)
16	O=C(CCSc1ccc(F)cc1)Nc1ccc(-n2cnnn2)cc1
17	Cc1ccc(C(=O)CSC2=NC(N)=C(C#N)C3(CCCCC3)C2C(N)=O)cc1 (centres undefined)
18	O=C(CCCN1C(=O)c2ccccc2C1=O)Nc1ccccc1
19	CCCNc1ccc(S(=O)(=O)N(C(C)C)C(C)C)cn1
20	NC1=NC(=O)/C(=C/c2ccsc2)S1
screen / no.,11,12,13,14,15,16,17,18,19,20
Avidin fluor,10,7,12,7,9,15,25,7,8,6
RGS4-Gao reg,101,99,102,105,104,98,100,100,98,92
Mcl1-Bid inh,4,-48,-28,10,-22,-6,-27,78*,-38,5
Pf gamet viab,-10,-21,2,.,-16,.,-3,10,6,-32
Mcl-1 Bim block,0,4,0,0,.,-5,-7,.,-8,6
ABCB1 block,0.5,0.1,0.6,0.3,.,-0.5,0.9,.,0.1,-0.4
RGS8-Gao reg,99,100,104,100,101,102,95,103,98,85
ABCG2 inh,2,0,0,2,.,0,15,.,0,3
RGS7-Gao reg,90,102,102,103,?,100,100,?,98,88
GSH bead fluor,10,22,18,20,.,24,24,.,12,12
Mcl1-Noxa inh,36,-34,-9,23,15,-4,14,-17,-1,3

21	O=C(Nc1ccnc(-c2cccnc2)n1)c1ccc(Cl)cc1
22	Cc1ccc(Nc2cc(=O)[nH]c(=O)[nH]2)cc1C
23	CC(=O)Nc1ccc(S(=O)(=O)N2CCOCC2)cc1
24	CCOc1cc(C(C#N)N2CCOCC2)ccc1OC (centres undefined)
25	COc1ccc(C2C(C#N)=C(N)N(c3ncn[nH]3)C3=C2C(=O)CCC3)cc1 (centres undefined)
26	O=C(CSc1nnc(COc2ccccc2Cl)o1)NC(=O)NCc1ccco1
27	CCCNC(=O)N1CCCC(C(=O)c2cccc(Cl)c2)C1 (centres undefined)
28	O/N=C/c1cc(Br)ccc1OCc1cccc(F)c1
29	Cc1ccc(NC(=S)N(CCCN2CCC(C)CC2)Cc2ccco2)cc1
30	CCN1CCN(Cc2ccc(NC(=O)c3cc(NC(=O)C(=O)c4c[nH]c5ccccc45)cc(OC)c3)cc2C(F)(F)F)CC1
screen / no.,21,22,23,24,25,26,27,28,29,30
Avidin fluor,38,7,4,21,9,2,11,13,12,9
RGS4-Gao reg,104,105,78,101,99,94,96,98,106,93
Mcl1-Bid inh,-166,-20,-5,4,-57,-40,-10,-16,-36,-29
Pf gamet viab,-1,-25,.,9,-5,13,-20,.,-20,.
Mcl-1 Bim block,0,-3,-12,-2,-3,.,-2,-6,-2,.
ABCB1 block,1.4,0.1,0.3,0.2,0.4,.,0.8,0.9,-0.2,.
RGS8-Gao reg,101,102,95,105,100,102,100,97,102,102
ABCG2 inh,15,3,1,37,1,.,7,26,3,.
RGS7-Gao reg,104,105,80,100,99,?,93,98,?,?
GSH bead fluor,21,70,140*,34,15,.,8,22,15,.
Mcl1-Noxa inh,-284,-1,-18,-3,20,81*,-6,-5,7,22

31	c1ccc2c(c1)Cn1nnnc1-2
32	CCOC(=O)c1ccc(NC(=O)c2nc[nH]c2C(=O)N2CCN(C(=O)OC(C)(C)C)CC2)cc1
33	O=[N+]([O-])c1ccc(N2CCN(C(=S)Nc3ccc(F)cc3F)CC2)cc1
34	O=C1Oc2ccccc2C2(O)C3CCCCCC3C12 (centres undefined)
35	COc1cc(NC(=O)C2CC(=O)NC3=C2C(=O)CCC3)c(OC)cc1Cl (centres undefined)
36	C[C@H](NC(=O)c1ccccc1Cl)C(=O)OCCOc1ccc(Cl)cc1
37	Cc1ccc(Nc2nc(Oc3ccc(OCc4ccccc4)nn3)nc(N3CCOCC3)n2)cc1
38	CC(C)(C)NC(=O)NC(=O)COC(=O)CNS(=O)(=O)/C=C/c1ccccc1
39	O=C(Nc1ccc(-n2cccc2)cc1)C1CC1
40	COc1ccc(C(C)=O)cc1CSc1nc2ccccc2o1
screen / no.,31,32,33,34,35,36,37,38,39,40
Avidin fluor,12,13,11,20,28,6,21,12,12,9
RGS4-Gao reg,99,114,104,95,100,95,100,100,101,97
Mcl1-Bid inh,-9,-36,-23,-21,-7,-11,-4,-4,-26,-10
Pf gamet viab,.,24,-36,-21,.,-13,-10,-5,23,.
Mcl-1 Bim block,0,.,-1,-2,-4,.,-5,1,2,0
ABCB1 block,-0.2,.,0.8,0.1,0.1,.,7.7,0.2,0.1,-0.1
RGS8-Gao reg,101,110,100,98,100,95,101,100,98,100
ABCG2 inh,0,.,14,0,1,.,54,1,5,9
RGS7-Gao reg,99,?,107,92,98,?,99,98,99,100
GSH bead fluor,45,.,9,9,19,.,25,20,13,44
Mcl1-Noxa inh,2,-21,24,11,-9,-12,10,-20,4,-6

41	CSc1ccccc1NC(=O)Nc1cccc(Cl)c1
42	Cc1ccc(C(=O)NCCn2cc(SCC(=O)N3CCOCC3)c3ccccc32)cc1
43	Cc1cc(C)nc(/N=C(\N)N2CCc3ccccc32)n1
44	O=S(=O)(Nc1ccc(Cl)cc1)c1ccc2c(c1)CCO2
45	O=C(COc1ccc([N+](=O)[O-])cc1Cl)N1CCOCC1
46	S=C(NCCN1CCOCC1)Nc1ccc(Br)cc1
47	Cc1cccc(NC(=S)NC2CCCCCC2)c1C
48	COCC(C)n1c(SCc2cc(=O)n3cc(C)ccc3n2)nc2ccccc2c1=O (centres undefined)
49	COC(=O)C(C)N(C#N)c1nc(C)nc(C)n1 (centres undefined)
50	C[N+](C)(C)c1ccc(/C=N/Nc2nc(Cl)c(C#N)c(Cl)c2Cl)cc1
51	CCN(CC)CCNC(=O)Cc1c(C(=O)O)n(C)c2ccccc12
52	O=C(NCCCN1CCN(c2ccccc2F)CC1)Nc1ccc(F)cc1
screen / no.,41,42,43,44,45,46,47,48,49,50,51,52
Avidin fluor,35,13,8,62*,3,6,2,25,32,8,10,36
RGS4-Gao reg,99,103,98,109,85,104,97,106,107,100,104,102
Mcl1-Bid inh,-13,-29,-31,16,12,-56,-8,-4,-24,91*,-40,-46
Pf gamet viab,.,.,6,12,.,-5,-13,-1,.,-13,-1,-8
Mcl-1 Bim block,-4,0,49*,.,.,-5,-3,-26,-1,-4,2,-1
ABCB1 block,0.5,-2.1,-0.4,.,.,1.5,0.9,1.2,0.6,-0.6,-0.1,1.1
RGS8-Gao reg,102,100,99,103,91,104,100,107,108,90,98,103
ABCG2 inh,4,-4,1,.,.,4,5,1,1,-2,-2,3
RGS7-Gao reg,98,104,99,?,?,107,95,104,108,104,99,103
GSH bead fluor,20,20,8,.,.,10,7,9,18,17,10,15
Mcl1-Noxa inh,2,-5,9,3,11,-4,17,0,12,37,-2,41
